Source: PubChem BioAssay
pAkt inh = blocks phosphorylation of Akt; Neuro2A IGF-stimulated pAkt S473 HTRF, 20 min; stronger effect = lower value; activity change, % for hits at 50 µM; 0.32% of 360,000 active; in the data active = activity change below about -80%; inconclusive = mostly about -51% to -80%; also: % is scaled to controls: 0 for no effect and ±100 for the full control effect
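Neuro2A cells in DMEM with 0.5% FBS, overnight at 37 deg C, given compound at single 50 µM final, then IGF (6 nM final) for 20 min at 37 deg C. Lysed; phospho-Akt Ser473 by HTRF after 24 h, 665/615 ratio.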
HepG2 viability = counter-screen for TGF-b inhibitors: cytotoxicity in HepG2 cells; 0.76% of 410,000 active; Potency, µM (highest dose often 46.1 µM), for the others: at the highest dose activity change, negative = cytotoxicity, hits mostly cytotoxic; HepG2 CAGA-GFP viability, ATP luminescence, 18 h; also: potency is read from the fitted curve at half-maximal effect; some results filed as inactive show a strong effect at the top dose
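CellTiter-Glo luminescence gave cytotoxicity after 18 hours at 37 degrees C. The cells were HepG2 CAGA-GFP in 1% FBS DMEM, stimulated with 500 pg/mL TGF-beta after compound addition. %Activity was normalised to no-cell wells (complete cell-killing) and DMSO (no toxicity), and curves were fitted and classified.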
TGFb inhibitor = blocks TGF-b signaling; HepG2 CAGA-GFP TGF-b/SMAD3 reporter, GFP fluorescence, 18 h; TGF-beta stimulated, 500 pg/mL final; Potency, µM (doses to about 46.1 µM), inactives show at the highest dose activity, negative = inhibition, actives largely listed as inhibitors; 1.2% of 410,000 active; AID 588855; also: potency is read from the fitted curve at half-maximal effect; % is scaled to controls: 0 for no effect and ±100 for the full control effect; nearly all actives have a fitted effect of over 65% in size
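TGF-beta reporter screen: HEPG2 CAGA-GFP, 1% FBS, 500 pg/mL TGF-beta final, 18 h; per-cell GFP summed per well; curves fitted and categorized by class.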
Nrf2 inh = inhibitors of Nrf2 signaling. A549 ARE-Fluc reporter, luciferase luminescence, 18-24 h. Potency, µM (highest dose often 46 µM), without a hit: at the top dose activity change, negative = inhibition, usual class: inhibitors. 2.1% of 360,000 active; also: potency is read from the fitted curve at half-maximal effect; % is scaled to controls: 0 for no effect and ±100 for the full control effect; nearly all actives have a fitted effect of over 60% in size
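Quantitative HTS in A549 cells stably bearing an antioxidant response element-firefly luciferase construct. Inhibition of Nrf2-driven transcription was scored by luminescence after 18-24 h of compound exposure at 37 °C.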
Nrf2 activator = activators of Nrf2 (ARE) signaling; AREc32 ARE-luciferase reporter (MCF7-derived line), luminescence, 24 h; Potency, µM (top dose mostly 46.1 µM), inactives show top-dose activation, usual class: activators; 0.31% of 410,000 active; also: potency is read from the fitted curve at half-maximal effect; % of control where 0% means no effect; nearly all actives have a fitted effect of over 65% in size
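ARE-driven firefly luciferase activity in AREc32 cells measured after a 24 hr compound exposure at 37 deg C, using Steady-Glo reagent and a 30 min room-temperature hold.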
CCT chaperon mod = changes cytosolic chaperonin activity; AID 651819; activity change, % (no concentration beside the values), hits read low; purified chaperonin ATPase assay, HTRF ADP detection, 30 min; 0.3% of 360,000 active; in the data active = activity change below about -30%; also: % is scaled to controls: 0 for no effect and ±100 for the full control effect
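Enzyme 40 or 20 nM (batch-dependent) in Tris pH 7.4/KCl/MgCl2/DTT; cpd 76 uM single point; ATP 10 uM; 30 min 37 °C; Transcreener ADP HTRF detection, 30 min RT; ratio 665/615.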
Mm-Cpn inhibitor = inhibitors of Methanococcus maripaludis chaperonin (MmCpn); purified Mm-Cpn ATPase, ADP Transcreener TR-FRET; Potency, µM (doses to about 76.9 µM), for the others: at the top dose activity, negative = inhibition, most hits filed as inhibitors; 0.031% of 330,000 active; AID 504842; also: potency is read from the fitted curve at half-maximal effect; % is scaled to controls: 0 for no effect and ±100 for the full control effect; nearly all actives have a fitted effect of over 80% in size
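Eu-cryptate anti-ADP/ADP-d2 competition gives a ratio inversely related to ADP. Enzyme at 25 nM was pre-exposed to compound for 10 min, then given 10 uM ATP for 30 min, 37°C throughout.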
A549 tox = kills or reduces viability of A549 cells in Nrf2 counter-screen | Potency, µM (doses to about 46 µM), for inactives: top-dose activity change, negative = cytotoxicity, most hits filed as inhibitors | AID 504648 | A549 ARE-Fluc cells, CellTiter-Fluor viability, 18-24 h | 0.16% of 390,000 active; also: potency is read from the fitted curve at half-maximal effect; % is scaled to controls: 0 for no effect and ±100 for the full control effect
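Cytotoxicity counterscreen: CellTiter-Fluor fluorescence was measured in A549 ARE_Fluc cells after 18-24 h of compound exposure in a concentration series. The subsequent BugLite luminescent read reports ARE-luciferase activity.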
S2 tox = cell viability loss in ATXN counter-screen | AID 651635 | 0.49% of 400,000 active | S2 cells (HEK-293 line with an ATXN2-luciferase reporter) viability, CellTiter-Fluor protease fluorescence, 24 h | Potency, µM (series often up to 56.7 µM), actives largely listed as cytotoxic; also: potency is read from the fitted curve at half-maximal effect; nearly all actives have a fitted effect of over 40% in size
* marks the source's active call; other numbers are inactive results; i = inactive; ? = inconclusive; · = not tested or not shown; & = joins results of further samples; [ ] = dose if it differs, or a comment. Unless noted, calls follow the shape of the dose curve; as a rule, active = well fitted curve in the direction sought with a large enough effect; inconclusive = small, poorly fitted or top-dose-only effect, or another doubt; inactive = no such curve, though single readings can be large; an effect the other way counts as inactive or inconclusive. An unsorted share of the library; about 4.4% have a hit in one of these screens.

SMILES | pAkt inh | HepG2 viability | TGFb inhibitor | Nrf2 inh | Nrf2 activator | CCT chaperon mod | Mm-Cpn inhibitor | A549 tox | S2 tox
Cc1cc(C)nc(NS(=O)(=O)c2ccc(NC(=O)C3(c4ccc([N+](=O)[O-])cc4)CCCC3)cc2)n1 | i | -2% | 13% | 2% | -0.2% | -2.1 | 0% | -6% | ?
CC(C)CC(=O)Nc1cccc(-c2cn3ccsc3n2)c1 | i | 2% | 36%[activator] | · | 3.0% | 0.4 | 2% | -2% | i
CCCCN(C(=O)c1ccc([N+](=O)[O-])s1)c1c(N)n(CC(C)C)c(=O)[nH]c1=O | i | -9% | 11% | -4% | 0.2% | -2.9 | 1% | -1% | i
O=C(Cc1csc(N2CCOCC2)n1)N/N=C/c1ccc(O)c(O)c1O | i | 2% | 0% | -16% | -0.2% | -2.1 | 2% | 3% | i
O=C(O)Cc1ccc2c(c1)Cc1cccnc1O2 | i | 6% | -2% | · | 0.2% | 1.7 | · | · | i
O=C(NNS(=O)(=O)c1ccccc1[N+](=O)[O-])c1ccc(F)cc1 | i | -11% | -13% | -11% | 10% | -1.2 | 2% | -16% | ?
Cc1ccc(Cn2c(=O)c3ccccc3n3c(SCC(=O)N4CCCCC4C)nnc23)cc1 (stereo unspecified) | · | -2% | 3% | · | -1.2% | 0.5 | 0% | 7% | i
CCCc1cc(=O)[nH]c2nnc(SCC(=O)NCc3ccc4c(c3)OCO4)n12 | i | 0% | 0% | 5% | 3.5% | -0.5 | 0% | -2% | ?
CC(C)NC(=O)N1CC(c2ccccc2)C(c2ccc(Cl)cc2)=N1 (stereo unspecified) | i | -16% | -13% | ? | 7.1% | -2.0 | -2% | -8% | ?
NC(=O)c1ccc(Oc2ccc(C(N)=O)cc2)cc1 | i | -5% | -5% | -14% | 3.4% | -2.7 | -3% | 6% | i
COc1cc2c(cc1NC(=O)C1CCCO1)oc1ccccc12 (stereo unspecified) | i | -37% | 19% | ? | 24% | -1.2 | -12% | 6% | i
CCOc1cc(NC(=S)NCc2ccco2)c(OCC)cc1NC(=O)CC(C)C | i | -32% | 3% | -2% | -0.1% | -0.3 | 3% | 1% | ?
O=C(c1ccc(Br)cc1)N1CCC(c2nc3ccccc3s2)CC1 | · | -18% | ? | ? | 5.4% | · | · | -13% | i
Cc1ccc(-n2c(-c3cc(-c4ccco4)[nH]n3)n[nH]c2=S)c(Br)c1 | i | 15% | -2% | 12% | 3.7% | 1.2 | 1% | 2% | i
N#Cc1c(C(F)(F)F)cc(-c2ccc(F)cc2)[nH]c1=O | i | -8% | -24% | ? | 0.1% | -1.2 | 3% | -8% | i
O=C(O)c1ccc(Cl)c(S(=O)(=O)NC(Cc2c[nH]c3ccccc23)C(=O)O)c1 (stereo unspecified) | i | 10% | 30% | 18% | -1.2% | -0.4 | -2% | 10% | ?
CC(C)C(C(=O)Nc1nccs1)c1ccc(Cl)cc1 (stereo unspecified) | i | -12% | ? | ? | 0.3% | -0.5 | -3% | 11% | i
CC1(c2nnc(-c3ccc(F)cc3)o2)CC(c2c(Cl)cccc2Cl)=NO1 (stereo unspecified) | i | -6% | ? | ? | 0.2% | -1.5 | 4% | -6% | ?
Cc1ccc(S(=O)(=O)NC(=O)COc2ccccc2C(N)=O)cc1 | i | 0% | -2% | -10% | -0.7% | -6.7 | 1% | -6%[1.84 µM] | ?
Cc1cccc2cc(/C=N/NC(=O)[C@H]3C[C@@H]3c3ccccc3)c(Cl)nc12 | i | -16% | 0% | -9% | 2.6% | -0.3 | 1% | 4% | i
COCCCNC(=O)c1ccc2nc(Cc3ccc(OC)cc3)oc2c1 | i | -32%&-17% | -15%&-1% | ? | 2.9%&-1.6% | 0.0 | 2% | -4%&12% | i
COc1cccc(-c2cnc(C(O)c3cc(C)c(OC)c(C)c3)[nH]2)c1 (stereo unspecified) | i | -13% | 13% | · | -0.8%[9.22 µM] | -0.4 | · | · | i
Cc1ccc(NC(=O)C2CCCN(S(=O)(=O)c3c(C)noc3C)C2)nc1 (stereo unspecified) | i | -23% | -7% | -17% | -0.6% | 0.1 | 2% | 10% | i
CN(CC(=O)NC1CCN(Cc2ccccc2)CC1)S(=O)(=O)c1ccc(Br)s1 | i | -11% | -8% | ? | -0.2% | -0.5 | 0% | -11% | i
COc1ccccc1N(CC(=O)NCc1ccc(F)cc1)C(=O)CCC(=O)Nc1nccs1 | i | 2% | 8% | ? | -0.5% | 0.5 | -1% | -9% | i

Part of the list above, with each value named.
Molecule: CC1(c2nnc(-c3ccc(F)cc3)o2)CC(c2c(Cl)cccc2Cl)=NO1 (stereo unspecified)
  pAkt inh = i	HepG2 viability = -6%	TGFb inhibitor = ?	Nrf2 inh = ?	Nrf2 activator = 0.2%	CCT chaperon mod = -1.5	Mm-Cpn inhibitor = 4%	A549 tox = -6%	S2 tox = ?

Molecule: Cc1ccc(S(=O)(=O)NC(=O)COc2ccccc2C(N)=O)cc1
  pAkt inh = i	HepG2 viability = 0%	TGFb inhibitor = -2%	Nrf2 inh = -10%	Nrf2 activator = -0.7%	CCT chaperon mod = -6.7	Mm-Cpn inhibitor = 1%	A549 tox = -6%[1.84 µM]	S2 tox = ?

(list continues)
SMILES | pAkt inh | HepG2 viability | TGFb inhibitor | Nrf2 inh | Nrf2 activator | CCT chaperon mod | Mm-Cpn inhibitor | A549 tox | S2 tox
COc1ccc(NC(=O)c2cnc(SCC(=O)NCCc3ccccc3)n(C)c2=O)cc1 | i | -26% | -10% | 13% | -0.2% | -1.9 | -3% | -3% | i
COCCCC1CCN(C(=O)CCc2nnc(CCCCc3ccccc3)o2)CC1 | i | -5% | -16% | -5% | -0.5% | 0.0 | 1% | 6% | ?
COC(=O)CC/C(O)=C1\C(=O)CC(C)(C)CC1=NCc1nc2ccccc2[nH]1 | i | 4% | 0% | 8% | 0.3% | 0.2 | 2% | 0% | i
COc1ccc(CNS(=O)(=O)CCNC(=O)c2ccc3c(c2)OCO3)cc1 | i | -4% | -4% | 7% | 0.1% | -3.0 | -3% | -4% | i
Oc1c(C(c2ccc(F)cc2)N2CCOCC2)sc2nc(-c3ccco3)nn12 (stereo unspecified) | · | -5% | -13% | · | 6.0% | · | · | -1% | i
O=C(O)/C=C/c1ccc([N+](=O)[O-])o1 | i | 15% | 7% | ? | ? | 1.8 | 1% | -3% | i
CCS(=O)(=O)NCCc1csc(-c2ccc(OC)c(OC)c2)n1 | i | 7% | 5% | 18% | 0.1% | 0.1 | 1% | 8% | i
CCc1ccccc1NC(=S)N(Cc1ccco1)C(C)c1cccs1 (stereo unspecified) | i | 5% | 8% | -3% | -0.2% | 0.8 | 1% | 0% | i
Cc1cccc(C)c1N(CC(=O)Nc1cccc(N(C)S(C)(=O)=O)c1)S(C)(=O)=O | i | 2% | -6% | 13% | 0.5% | 1.9 | 0% | 2% | i
COc1ccc(NS(=O)(=O)c2cc(NC(=O)/C=C/c3cccs3)ccc2N2CCOCC2)cc1 | i | 12% | -16% | ? | 3.5% | 1.4 | -5% | -16% | ?
O=C(O)c1ccc(-n2c(-c3ccccc3)n[nH]c2=S)cc1 | i | -25% | -5% | 9% | -0.1% | -1.9 | -3% | 0% | i
O=C(Cn1cnc2ccccc2c1=O)N1CCN(S(=O)(=O)c2ccc(F)cc2)CC1 | i | -11% | -14% | -15% | -0.7% | 1.3 | 1% | -4% | i
CC(=O)Nc1ccc(C(=O)N/N=C/c2ccncc2)cc1 | i | 0% | 9% | -10% | 0.1% | -2.4 | 0% | 6% | i
N#C/C(=C\c1ccc(-c2cccc(C(F)(F)F)c2)o1)C(=O)Nn1cnnc1 | i | 5% | -12% | 23% | 1.6% | 0.4 | 2% | -3% | i
Cc1ccc2c(c1)C1CN(C)CCC1N2C(=O)c1cccc(S(=O)(=O)N2CC(C)CC(C)C2)c1 (stereo unspecified) | i | 5% | -1% | -20% | 2.8% | 3.9 | -6% | ? | i
COc1ccc(C2(C(=O)NCCCN(C)C)CCOCC2)cc1 | i | 3% | 2% | 2% | -1.4% | 0.7 | 0% | -1% | i
CCCC(c1nnnn1C1CCCC1)N1CCN(c2ccccc2F)CC1 (stereo unspecified) | i | 13% | ? | -7% | -0.6% | -1.6 | 1% | 0% | i
CCCC(=O)Nc1cccc(NC(=O)Cc2ccc(Cl)cc2)c1 | i | -17% | 3% | · | 0.6% | 2.0 | · | · | i
CCOC(=O)c1c(NC(=O)COc2ccccc2OCC)sc2c1CC(C)(C)NC2(C)C | i | -83% | -6% | 10% | 2.7% | -3.2 | -2% | -3% | ·
O=C(COC(=O)C1CSC2(c3ccc(F)cc3)CCC(=O)N12)NC(=O)NC1CCCC1 (stereo unspecified) | i | -4% | 0% | 24% | 0.2% | -0.4 | -1% | -2% | i
Cc1cccc(C(=O)NNC(=O)/C=C/C(=O)O)c1 | i | -14% | -24% | -24% | 13% | 0.0 | -1% | -8% | i
CCCOc1ccc(Cc2c(O)nc(SC)[nH]c2=O)cc1C | i | -21% | -6% | 4% | -0.9% | -0.8 | 2% | 6% | i
O=C(COC(=O)c1ccc(F)cc1F)Nc1cccnc1Cl | i | 10% | 7% | -10% | -0.2% | -0.6 | -1% | -2% | i
OCC[n+]1ccc(/C=C/c2c[nH]c3ccccc23)cc1 | i | -6% | 106%[activator] | 6.5µM* | -1.1% | -0.1 | 2% | ? | i
O=P(COCCCCCOCP(=O)(c1ccccc1)c1ccccc1)(c1ccccc1)c1ccccc1 | i | -70% | ? | -12% | 3.2% | -0.3 | 0% | 0% | ?

Results in pAkt inh and Nrf2 inh, for some of the entries so far:
SMILES | pAkt inh | Nrf2 inh
O=C(Cc1csc(N2CCOCC2)n1)N/N=C/c1ccc(O)c(O)c1O | i | -16%
O=C(O)Cc1ccc2c(c1)Cc1cccnc1O2 | i | ·
